# CHO-K1 Ca PAM – M1 PAM counterscreen hit in parental CHO-K1 cells. ATP EC20, Fluo-8 calcium fluorescence; 0% at ATP EC20, 100% at ATP max. activation, % at 3 µM. 0.02% of 360,000 active. AID 602247;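 active = activation above the run cutoff, the mean activation of all test compounds plus 3 SD, cut at about 40% in these data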;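 also: peak over basal fluorescence ratio in a 140 s read after ATP addition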
# CHRM1 agonist – agonists of human M1 muscarinic receptor | CHO-K1 hM1, Fluo-8 calcium fluorescence, agonist mode; 0% DMSO, 100% acetylcholine EC100 | activation, % at 3 µM | 0.33% of 360,000 active;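 active = activation above the run's mean compound activation plus 3 SD, cut at about 16% in these data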;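 also: peak over basal fluorescence ratio within a 140 s kinetic read after compound addition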
# TAAR1 antagonist – human TAAR1 antagonism. AID 624466. CHO RD-HGA16 TAAR1, Fluo-8 calcium fluorescence, antagonist. inhibition, % at 3 µM. 1.5% of 360,000 active;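 active = inhibition above a per-plate cutoff, the mean inhibition of test compounds on that plate plus 3 SD, cut at about 49% in these data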;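 also: 0% = DMSO plus EC80 beta-PEA response and 100% = DMSO alone without agonist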
# Target sequence (Q96RJ0 whole entry, looked up): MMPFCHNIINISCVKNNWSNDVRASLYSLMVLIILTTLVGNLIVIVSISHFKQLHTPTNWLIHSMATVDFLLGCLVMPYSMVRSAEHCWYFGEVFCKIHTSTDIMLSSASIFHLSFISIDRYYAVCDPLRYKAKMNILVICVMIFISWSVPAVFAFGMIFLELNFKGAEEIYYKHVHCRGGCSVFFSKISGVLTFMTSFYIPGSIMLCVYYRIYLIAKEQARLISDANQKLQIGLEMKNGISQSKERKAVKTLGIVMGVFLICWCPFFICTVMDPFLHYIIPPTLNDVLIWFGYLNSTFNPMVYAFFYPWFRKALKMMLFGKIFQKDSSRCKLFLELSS
#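 Test system – hTAAR1-expressing CHO RD-HGA16 cells, Gα16-coupled · Also added – β-PEA at EC80 concentration, post-compound challenge · Compound – 3 µM, single point · Incubation – dye loading 75 min at 37 °C, then 30 min room temperature · Measured by – Fluo-8 intracellular calcium dye fluorescence, real-time kinetic reads · Benchmarks – vehicle and agonist controls · Replicates – singlicate, one well per test compound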
# CHO parental Ca – counter-screen: ATP calcium response change in parental CHO cells; parental CHO-K1, ATP-induced calcium, Fluo-8 fluorescence; inhibition, % at 5.6 µM; 0.63% of 330,000 active;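 active = inhibition above that plate's mean sample inhibition plus 3 SD, cut at about 26% in these data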;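 also: 0% = ATP-challenged DMSO wells and 100% = DMSO wells without ATP; some compounds past the cut are filed as inactive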
#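 Measured by: calcium-sensitive Fluo-8 fluorescence / Test system: CHO parental line / Controls: ATP-challenged DMSO wells low, unchallenged DMSO wells high / Measure: % inhibition / Compound: single nominal dose of 5.6 µM per compound / Replicates: single well per compound, no replicates / Reagent: ATP as calcium-mobilizing challenge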
# CHO-K1 Ca antag – counter-screen for M1 antagonists: effect in parental CHO-K1 cells; ATP-induced calcium, Fluo-8 fluorescence; AID 602250; 0.6% of 360,000 active; inhibition, % at 3 µM;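 active = inhibition above a per-plate cutoff, the plate's mean sample inhibition plus 3 SD, cut at about 24% in these data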;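 also: 0% = DMSO plus EC80 ATP and 100% = DMSO alone without ATP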
# TAAR1 agonist – agonists of human TAAR1; CHO RD-HGA16 TAAR1, Fluo-8 calcium fluorescence; vehicle wells 0%, saturating PEA agonist 100%; 0.99% of 360,000 active; Q96RJ0; activation, % at 3 µM;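 active = activation above the mean activation of all test compounds in the run plus 3 SD, cut at about 38% in these data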
#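 Test system: RD-HGA16 (CHO) cells co-expressing Gα16 and hTAAR1 | Doses: Single dose, 3 µM | Schedule: 17-24 h seeding, 75 min 37 °C dye, 30 min RT | Evaluation: % activation from peak over basal fluorescence ratio, DMSO-to-PEA scaled | Technique: Kinetic Fluo-8 calcium fluorescence | Benchmarks: Low control DMSO, high control PEA (EC100)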
# M1 antag – human CHRM1 antagonism; inhibition, % at 3 µM; CHO-K1 hM1, Fluo-8 calcium fluorescence, ACh EC80 antagonist; 1.3% of 360,000 active;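 active = percent inhibition above its own plate's cutoff, namely the mean of that plate's compound wells plus 3 SD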;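 also: peak over basal fluorescence ratio during 140 s after agonist addition; 0% = ACh EC80 plus DMSO and 100% = DMSO alone without agonist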
# CHO-K1 Ca ag – M1 agonist counterscreen hit in parental CHO-K1 cells | Fluo-8 calcium fluorescence; scaled to maximal ATP response, vehicle zero | activation, % at 3 µM | 0.48% of 360,000 active | AID 602248; in the data active = activation above about 15%;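 also: untransfected CHO-K1 host cells lacking M1 receptor as counterscreen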
# OXTR potentiate – potentiates the human oxytocin receptor response; P30559; CHO-OTR cells, Fluo-8 calcium fluorescence, potentiator mode; 0% = oxytocin EC15, 100% = EC100; activation, % at 3 µM; AID 2445; 0.061% of 320,000 active;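 active = activation above that plate's cutoff, the mean activation of tested compounds plus 3 SD, cut at about 6.6% in these data, passing the limit was not always enough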;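 also: 100% uses oxytocin at 75 nM as the full agonist control; some results filed as inactive read as strong as hits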
# Target sequence (P30559 whole entry, looked up): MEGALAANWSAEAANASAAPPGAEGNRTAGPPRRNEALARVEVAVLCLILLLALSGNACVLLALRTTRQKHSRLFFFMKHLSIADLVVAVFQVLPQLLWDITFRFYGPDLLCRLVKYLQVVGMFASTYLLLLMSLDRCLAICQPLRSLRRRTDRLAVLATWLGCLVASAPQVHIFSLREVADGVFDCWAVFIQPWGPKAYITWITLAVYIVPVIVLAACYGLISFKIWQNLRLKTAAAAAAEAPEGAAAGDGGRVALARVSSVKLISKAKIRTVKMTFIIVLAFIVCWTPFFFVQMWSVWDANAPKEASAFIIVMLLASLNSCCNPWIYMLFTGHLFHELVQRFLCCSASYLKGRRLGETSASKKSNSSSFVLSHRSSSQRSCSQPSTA
#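 Measured by – Fluo-8 calcium dye fluorescence · Test system – human OTR in CHO cells · Dosing – one concentration, 3.0 µM compound · Controls – EC15 oxytocin alone as 0%, 75 nM oxytocin as 100% · Evaluation – normalized max/min fluorescence ratio, % activation · Timing – 6 min pre-incubation, 100 s read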
# * hit, by the source's call; nt = no result given; & = joins results of further samples.
# Second line of a record – CHO-K1 Ca antag	M1 antag	TAAR1 antagonist	TAAR1 agonist	CHO-K1 Ca ag	CHO parental Ca	CHO-K1 Ca PAM	CHRM1 agonist	OXTR potentiate
CCOc1ccc(NC(=O)c2ccc3c(=O)n(-c4ccc(OC)cc4OC)c(=S)[nH]c3c2)cc1
    5	8	27	31	11	16	5	10	-10
COc1cccc(NC(=O)N(Cc2ccco2)C(C)c2cccs2)c1 (stereo not drawn)
    -7	2	-3	6	0.5	-14	-1	-5	-1
CNC(=O)CN(c1ccc(C(C)C)cc1)S(C)(=O)=O
    0	-8	5	12	0.1	1	6	-6	-5
CCN(CC)C(=O)Oc1ccc2c(=O)c(-c3ccccc3)coc2c1
    -9	-3	0	6	0.8	-6	13	-9	-5
O=C(Nc1ccc(N2CCCC2)c(S(=O)(=O)Nc2cccc(C(F)(F)F)c2)c1)c1cccs1
    -2	-10	-10	-1	1.4	-27	13	-6	-8
COc1ccccc1N(CC(=O)NCc1ccccc1C)S(=O)(=O)c1ccc(C)cc1
    -5	-10	5	-4	1.0	-3	4	-11	-13
CC1(C(=O)NS(=O)(=O)c2cccc(Cl)c2)CCN1C(=O)CC1CCCC1 (stereo not drawn)
    -7	-11	-2	4	0.2	nt	6	0	nt
Cc1cc(=O)[nH]c2c(C)cc(S(=O)(=O)Nc3ccc(O)cc3)cc12
    -10	-2	-14	3	0.9	-1	5	-1	-1
CCOC(=O)C1CCN(C(=S)Nc2ccc(S(N)(=O)=O)cc2)CC1
    -7	2	4	9	-0.1	-2	11	2	5
CN(/N=C/c1cccnc1)C1=NS(=O)(=O)c2ccccc21
    2	-6	9	2	-0.1	-6	18	-2	-1
O=C(Nc1ccc(N2CCOCC2)cc1)Nc1ccc(Cl)c(Cl)c1
    33*	55*	90*	65*	13	51*	-16	4	-8
O=C(N/N=C/c1ccccc1O)C(=O)Nc1ccccn1
    1	3	18	2	1.1	-7	-13	-6	3
CCC(=O)NC(C)c1cc(Cl)c2ccccc2c1O (stereo not drawn)
    -17	2	22	13	0.8	-9	6	-5	1
CC1(Cc2ccccc2Cl)C(=O)Nc2c(Cl)ccc(Cl)c21 (stereo not drawn)
    -8	-3	57*	3	0.0	nt	20	1	nt
CCCCCCCOc1ccc(OC(=O)c2ccncc2)cc1
    -2	-18	6	7	-0.1	-6	-7	-2	-6
CC(C)C[C@@H](CN1CCCC1CN1C(=S)NC[C@@H]1Cc1ccc(O)cc1)N1C[C@H](Cc2ccc(O)cc2)N(CCc2ccccc2)C1=S (stereo partly drawn)
    -18	-21	-35	0	0.2	nt	19	-3	nt
CCOC(=O)c1ccc(-c2ccc3[nH]c4ccccc4c(=O)c3c2)cc1F
    -3	-1	-10	0	0.0	-10	3	-3	0
Cc1ccc(NC(=O)CSCC(=O)NNC(=O)c2nn(C)c(=O)c3ccccc23)cc1
    -4	-3	-10	1	0.3	-18	17	-3	7
COc1ccc(Cn2c(=S)[nH]c3cc(OC)c(OC)cc3c2=O)cc1
    -10	-6	-12	3	1.2	-13	16	-1	-3
COc1ccc(NC(=O)COc2nsnc2N2CCOCC2)cc1
    1	5	-10	0	0.1	-2	-7	-4	-9
CCCN1CCC2(CC1)C(C#N)=C(N)Oc1c2sc2nc(C)cc(C)c12
    -1	14	7	12	1.3	-6	-4	-3	-15
CCOC(=O)c1cc(-c2ccccc2)n[nH]1
    -9	-4	-15	4	1.0	-4	20	1	-1
Cc1ccnn1CC(=O)N/N=C/c1ccc2c(c1)OCO2
    -6	1	-10	1	0.4	-6	12	-2	-2
O=C(Nc1ccccc1N1CCCC1)c1cccc(Cl)c1Cl
    -14	-2	-14	6	-0.2	-21	20	-12	4
Cc1c(NC(=O)c2ccc(C(=O)Nc3c(C)n(C)n(-c4ccccc4)c3=O)cc2)c(=O)n(-c2ccccc2)n1C
    11	-18	-18	0	1.9	-5	8	-1	-12
COc1ccc(N(C(=O)COc2ccc(C)cc2)S(=O)(=O)c2ccc(C)cc2)cc1
    -7	4	-10	-1	0.5	-8	14	-10	-5
COc1ccc([N+](=O)[O-])cc1N(CC(O)CN1CCOCC1)S(=O)(=O)c1ccccc1 (stereo not drawn)
    -7	-7	-11	-2	0.8	-6	6	-4	-8
O=C(CN1C(=O)S/C(=C/c2cc(Br)cs2)C1=O)N1CCOCC1
    14	3	8	1	0.8	6	-14	-5	4
C/C(=N\NC(=O)CSCc1ccc([N+](=O)[O-])cc1)c1ccccc1
    2	-10	-16	3	0.0	-10	6	-2	-12
CC(C)(C)C1CCc2c(C(=O)NNC(=O)/C=C/C(=O)O)csc2C1 (stereo not drawn)
    -3	-5	-28	1	-0.1	-8	11	0	-4
CC1(c2ccccc2Cl)NC(=O)N(CC(=O)NCCC2=CCCCC2)C1=O (stereo not drawn)
    -14	-7	3	5	2.1	9	26	-2	-2
O=C1/C(=C/c2ccccc2)CCc2ccc(Cl)nc21
    -14	-13	-31	0	-0.9	nt	20	-8	nt
O=C(NC1CCCC1)c1cccc(S(=O)(=O)N2CCCC2)c1
    11	28	13	2	-0.2	-12	-24	-6	-3
CCCCN1C(=O)C(CC(=O)NCc2cccc3ccccc23)CC(C(=O)N2CCOCC2)=C1C (stereo not drawn)
    -5	-9	-11	3	0.9	nt	10	-2	nt
COc1ccc(-c2cc(C(F)(F)F)nc(SCC(=O)Nc3ccc4c(c3)OCO4)n2)cc1
    -4	1	1	-1	0.5	-10	22	-6	-5
CCC(C)[C@H](NC(=O)N1CCCCCC1)C(=O)O (stereo partly drawn)
    -1	16	-12	-1	1.1	-1	12	-2	0
COC(=O)c1c(C)oc2cc(Br)c(OCC(=O)C(C)(C)C)cc12
    -11	3	12	8	0.6	-29	21	-5	1
CC1CC(C)CN(S(=O)(=O)N2CCCC(C(=O)NC3CCCCC3C)C2)C1 (stereo not drawn)
    -15	-14	-56	2	0.3	-22	21	-3	-3
CCC(=O)c1cc(-c2nc3ccccc3n2C)n(C)c1
    -13	-5	0	8	1.0	-14	20	-4	-1
Cc1ccc(C(C)n2cc(C(=O)NCc3cccnc3)nn2)cc1 (stereo not drawn)
    4	-10	5	8	0.9	-19	10	-2	-3
COc1ccccc1N(CC(=O)NC1CCCCC1)C(=O)CNC(=O)c1cccs1
    4	-20	-9	14	0.9	-20	-8	3	2
CC1CCN(c2ccc(-c3cccc(NC(=O)C(F)(F)F)c3)nn2)CC1
    -7	-10	-9	1	2.6	-8	-27	-3	-5
Cc1oc(-c2ccc(-c3ccccc3)cc2)nc1CN1CCN(CC(=O)N(C)C)CC1
    -6	4	-10	4	8.2	0	26	-3	-10
Cc1ccc(Cc2c(-c3ccc(Cl)cc3)nc3c4ccccc4ccn23)cc1
    -15	nt	-8	-1	0.9	nt	17	nt	nt
CN(C1CCCCC1)S(=O)(=O)c1cc2c(cc1Cl)NC(=O)CO2
    0	10	19	-2	1.2	-3	13	-2	-4
Cc1ccc2c(c1)C1NC(=S)NC(C)(O2)C1C(=O)Nc1ccc(Cl)cc1 (stereo not drawn)
    -8	1	18	4	3.0	-4	9	-5	-4
COCCNC(=O)c1ccc(N2CCC3(CC2)OCCO3)c([N+](=O)[O-])c1
    -11	-5	22	1	0.8	-8	25	-8	2
CSCCNC(=O)C1(C)CCN1C(=O)c1ccc(C(C)(C)C)cc1 (stereo not drawn)
    -16	-11	-14	4	1.8	nt	17	2	nt
Cc1cc(C)n2c(nc3ccccc32)c1C(=O)NCc1ccccc1
    -19	-13	-4	10	2.0	-14	28	-4	1
CCN1Cc2cc(OC)ccc2-c2ccccc2S1(=O)=O
    -21	-18	-18	1	0.9	-4	24	-4	nt
CCn1c(NC(=O)c2cccs2)nc2ccccc21
    0	-3	-5	11	0.5	-20	14	3	-5
Cc1ccccc1Cn1c(=O)n(C)c(=O)c2sccc21
    -7	-9	-11	2	2.6	-10	19	2	-3
COc1ccc(OC)c(NC(=O)CCNC(=O)N2CC(=O)Nc3ccccc32)c1
    -2	-26	-7	3	0.5	nt	14	3	nt
C(#Cc1ccccc1)CN1CCN(c2ccccn2)CC1
    -10&4	-7&-22	-2&0	0&2	0.5&0.5	-14	4&-2	-3&-4	-11
CCOC(=O)c1cc(-c2ccccc2C)nn1CC1CC(c2cccnc2)=NO1 (stereo not drawn)
    -22	-2	17	2	0.7	-17	17	-2	4
COCC(=O)n1nc(-c2ccccc2)nc1NCc1ccc(F)cc1
    7	1	11	11	0.4	-16	9	-2	-6
CSc1ncccc1C(=O)OCc1ccccc1Cl
    -12	-14	2	6	0.0	-15	20	-3	-10
CCc1ccc(C(C#N)=CC=Cc2ccccc2)cc1
    -10	-24	11	1	-0.6	nt	6	2	nt
NC(=O)[C@@H]1CCCNc2c(I)cc([N+](=O)[O-])cc2C(=O)N[C@@H](Cc2ccccc2)C(=O)N[C@@H](Cc2cnc[nH]2)C(=O)N1
    -8	-6	8	8	-0.8	-12	-21	-2	-3
CN1CCN(CC(=O)Nc2ccc(S(=O)(=O)N(C)C)cc2)CC1
    -11	-5	-6	-1	-0.4	-10	8	-10	-19

# Next compounds
# Second line of a record – CHO-K1 Ca antag	M1 antag	TAAR1 antagonist	TAAR1 agonist	CHO-K1 Ca ag	CHO parental Ca	CHO-K1 Ca PAM	CHRM1 agonist	OXTR potentiate
Cc1cccn2cc(CNC(=O)C3CCCCC3)nc12
    14	0	-11	8	19*	-20	0	-4	-1
CCCCn1nnc(NC(=O)COc2ccc(Cl)c(C)c2)n1
    -1	5	13	14	5.0	-8	-11	-8	-3
CCn1cc(C(c2ccccc2)C(C(C)=O)[N+](=O)[O-])c2ccccc21 (stereo not drawn)
    -1	-17	-65	1	0.6	-7	0	-5	-3
Cc1ccc(S(=O)(=O)NC(=O)C2(C)CCN2C(=O)C2CC2)cc1 (stereo not drawn)
    -6	-7	0	1	0.3	nt	7	-3	nt
O=C(CCS(=O)(=O)c1ccccc1)N1CCN(c2ccccc2)CC1
    -12	-13	-7	1	1.4	-9	3	-2	-5
CN1CCN(C(=O)c2cc3sc4ccccc4c3s2)CC1
    -14	-5	-11	2	2.0	-15	20	-7	-7
O=[N+]([O-])c1cc2c(c(CSc3nnc(Nc4ccccc4)s3)c1)OCOC2
    9	10	53*	4	-0.1	-16	-3	-3	-22

# Bioassay records: PubChem BioAssay, The Scripps Research Institute Molecular Screening Center
